GSIS activator – GLuc luminescence reporter in INS-1E cells, primary screen for activators of glucose-dependent secretion of insulin. INS-1E GLuc reporter insulin secretion, 2-3 h. hit rate 0.61% among 370,000. AID 743287, 2014. activation, % at 16.6 µM;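 active means lowest replicate activation of at least 40%, so every replicate reaches that level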;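 further: 0% = median of neutral control wells and 100% = median of IBMX positive control wells; some compounds called inactive have numbers as strong as hits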
CFTR F508del cor – F508del CFTR correction, initial screen, CFBE line, single point; CFBE cells, YFP halide quenching; stimulated with forskolin plus potentiator P3; % fluorescence drop versus neutral controls; activity (quench increase), % at 7.58 µM; hit rate 0.36% among 350,000; AID 720511, 2013;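 active means mean added fluorescence quench of at least 8% versus neutral control, with both replicates also reaching 8%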;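 further: cells transiently co-express mutant CFTR-F508del with the halide-sensitive YFP; corrector assay measuring rescue of mutant channel to the surface after 24 h compound exposure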
ARNT TACC3 PPI – disruptors of ARNT/TACC3 protein interaction, primary screen, biochemical, AlphaScreen, single concentration; hit rate 0.66% among 390,000; AlphaScreen His-ARNT PAS-B/GST-TACC3 binding, luminescence; TACC3 fragment carries E629A point mutation; inhibition, % at 9.99 µM;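 active means mean inhibition of replicates at least 50% and at least half of replicates each reaching 50%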;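 further: 0% = complete ARNT plus TACC3 wells and 100% = ARNT alone without TACC3; many hits fall short of the cut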
RAD54 inh – inhibitors of human RAD54 branch migration, primary screen, biochemical, fluorescence, single point; inhibition, % at 10.4 µM; hit rate 0.14% among 360,000; RAD54 Holliday junction branch migration, FAM/BHQ fluorescence;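 active means mean normalized replicate activity at least 40 and at least half of replicates scoring 40 or more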;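 further: 0% = median of neutral control wells and 100% = median of positive control wells; inhibitors cause a drop in the FAM fluorescence signal; in these data hits start at about 50%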
esBAF inh – Bmi1 luciferase reporter increase in mESCs, primary screen, esBAF inhibitor project, mouse ES cells, Bmi1 luciferase knock-in, single point | 24 h; 100% = twice the neutral-well signal | reporter increase, % at 12.5 µM | hit rate 2% among 350,000 | AID 602393, 2012; in the data active means activation above about 40%;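 further: 0% = median of the plate's neutral control wells and 100% = double that signal; a rise in the Bmi1 reporter signal indicates esBAF inhibition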
ERAP1 HTS inh – human ERAP1 aminopeptidase inhibitors, primary screen, biochemical, single point, plate reader. Endoplasmic reticulum aminopeptidase 1 (Homo sapiens), Q9NZ08. recombinant ERAP1, Leu-AMC fluorescence, 60 min. inhibition, % at 10.7 µM. hit rate 0.15% among 340,000. AID 652197, 2013;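 active means mean replicate inhibition of at least 30%, or all replicates individually reaching that 30% level; inactive means mean below 30% and not every replicate reaching it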;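 further: 0% = neutral control wells and 100% = L-leucinethiol positive control wells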
Xi reactivation – activators of inactive X chromosome reactivation, primary screen, imaging, XiGFP fibroblasts, GFP high-content imaging, set 2; XiGFP mouse fibroblasts, % GFP-positive cells imaging, 3 d; cells co-treated with 5-aza-dC sensitizer; scaled so ellipticine positive control = 100%; activation, % at 7.58 µM; hit rate 0.055% among 360,000; AID 743238, 2013;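 active means mean normalized replicate activation at least 10% and every replicate at or above 10%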;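 further: 0% = median of on-plate neutral control wells and 100% = ellipticine 6 µM median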
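material = 68-5-11 XiGFP fibroblast line | medium = DMEM plus 5-aza-dC sensitizer | schedule = 3 days compound exposure | benchmarks = positive control ellipticine, 6 µM final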
RAD52 anneal inh – RAD52 DNA annealing inhibitors, primary screen, biochemical, FRET, single point, set 2 | DNA repair protein RAD52 homolog (Homo sapiens), P43351 | recombinant RAD52 DNA annealing, FRET fluorescence | inhibition, % at 18.7 µM | hit rate 0.46% among 360,000 | AID 651710, 2012;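 active means every replicate showing at least 50% inhibition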
Target sequence (P43351 whole entry, looked up): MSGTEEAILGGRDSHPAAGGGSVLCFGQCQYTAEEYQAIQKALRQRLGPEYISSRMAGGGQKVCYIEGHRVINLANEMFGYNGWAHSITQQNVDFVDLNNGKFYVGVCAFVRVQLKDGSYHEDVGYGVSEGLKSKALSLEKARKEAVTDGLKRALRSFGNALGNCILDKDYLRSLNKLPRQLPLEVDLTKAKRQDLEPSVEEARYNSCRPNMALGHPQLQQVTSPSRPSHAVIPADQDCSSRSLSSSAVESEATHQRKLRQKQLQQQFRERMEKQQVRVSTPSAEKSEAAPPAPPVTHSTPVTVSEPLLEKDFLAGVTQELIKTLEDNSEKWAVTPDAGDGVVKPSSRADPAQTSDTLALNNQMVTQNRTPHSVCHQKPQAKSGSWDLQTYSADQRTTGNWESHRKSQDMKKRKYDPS
Numbers without * were called inactive; · = no result given; & = joins results of further samples; ! = not confirmed by another sample.

compound	GSIS activator	ERAP1 HTS inh	esBAF inh	RAD54 inh	ARNT TACC3 PPI	CFTR F508del cor	Xi reactivation	RAD52 anneal inh
Cc1cccc(C)c1NC(=O)C1c2ccccc2OCC(=O)N1CC(F)(F)F (centres undefined)	-10.3	·	·	·	·	1.4	-0.1	-5.1
CSc1nc2ccc(NC(=O)c3ccc(F)c(F)c3)cc2s1	11.4	1.9	·	·	-2.2	1.4	0.0	-14.2
CC1CCCN(C(=O)COC(=O)c2cc(-c3cccs3)nn2-c2ccccc2)C1 (centres undefined)	-9.7	-1.9	2.7	-10.6	·	3.0	0.0	-4.9
C[C@@H]1CCCCO[C@H](CN(C)Cc2ccc3c(c2)OCO3)[C@@H](C)CN([C@@H](C)CO)C(=O)c2cc(NC(=O)Nc3cccc4ccccc34)ccc2O1	-32.4	·	1.0	-2.0	9.3	-1.9	0.0	·
O=C(CCNC(=O)c1ccccc1)OCC(=O)c1ccccc1	-6.0	-0.8	-2.0	7.3	-1.3	-0.7	0.1	-10.3
COc1cc(NC(=O)CSc2nnc3c(C)cc4cc(C)cc(C)c4n23)c(C(=O)O)cc1OC	0.8	-2.7	·	·	9.5	-0.5	0.1	-1.2
COc1cc2nc(C3CCC3)n(N)c(=O)c2cc1OC	30.1	-4.3	-7.1	3.4	-2.5	3.1	0.2	-17.7
CCOc1nc2cnccc2n(CC(=O)Nc2c(F)c(F)cc(F)c2F)c1=O	9.1	-3.8	1.5	4.1	3.5	-1.8	0.1	-10.5
CC(=O)N[C@H]1[C@H](OC2CCCCC2)O[C@H](COC(C)=O)[C@@H](OC(C)=O)[C@@H]1OC(C)=O	14.3	0.1	-0.4	2.1	-6.1	-0.9	0.0	-5.0
CC(=O)NC(c1cc(F)c2cccnc2c1O)C1CC1 (centres undefined)	12.7	-3.6	-15.3	-15.8	40.4*	0.8	0.2	-10.0
COc1ccc(S(=O)(=O)N[C@H]2CC[C@@H](CC(=O)N3CCC(Cc4ccccc4)CC3)O[C@@H]2CO)cc1	-7.2	-2.2	16.8	0.9	1.0	-0.1	0.0	-8.8
COc1cccc(OC)c1OCCCOc1ccc([N+](=O)[O-])cc1Cl	-1.8	7.5	·	-6.7	-20.1	·	0.5	-2.7
COc1cc(S(=O)(=O)Nc2cccc3cn[nH]c23)c(OC)cc1Cl	-4.6	4.2	0.8	2.9	-1.3	-1.4	0.0	-13.4
CC(=O)Nc1cc(-c2cccc(N)c2)cn2c(-c3ccccc3)cnc12	·	-0.2	-0.3	-1.0	·	-0.3	-0.1	-17.6
CCOC(=O)CN1C(=O)/C(=C/c2ccccc2Br)Oc2ccccc21	-1.4	18.4	0.7	-6.2	-1.3	3.5	0.1	8.5
COc1cc(C(=O)OCC(=O)NC(C)CCc2ccccc2)cc(OC)c1OC (centres undefined)	-1.0	-1.1	-5.3	3.7	-1.2	1.2	0.0	-7.3
COc1ccc(CN2C(=O)c3ccccc3C2(C)c2nc3ccccc3[nH]2)cc1 (centres undefined)	-1.5	·	·	·	·	5.2	0.0	0.1
COc1cccc(CNC(=O)[C@@H]2[C@@H](CO)[C@@H]3Cn4c(ccc(-c5cccc(OC)c5)c4=O)[C@@H]3N2C)c1	8.5	0.0	1.2	-19.2	-0.1	1.6	0.5	2.9
COC(=O)[C@@]1(Cc2ccccc2CN=[N+]=[N-])N=C(c2ccc(OCCCO)cc2)O[C@H]1c1ccccc1N=[N+]=[N-]	·	0.7	·	-15.9	8.1	0.0	·	-17.2
C[N+]1(C)CC2=Cc3ccccc3CC2C1 (centres undefined)	14.6	2.1	·	·	12.4	0.3	0.0	-9.0
CN1CCN(c2ccc(S(=O)(=O)Nc3ccccc3)cc2[N+](=O)[O-])CC1	-60.5	2.5	·	·	1.6	·	0.1	-2.0
COc1ccc(S(=O)(=O)N(C)C[C@H]2Oc3ccc(N(C)C)cc3CC(=O)N([C@H](C)CO)C[C@H]2C)cc1	-8.3	-20.0	-0.4	-4.9	-6.2	0.8	0.2	7.1
CCC(CC)c1nnc(NC(=O)c2ccc3ccccc3n2)s1	-6.2	·	53.0*	-7.2	0.4	·	·	·
CCN(CC)C(=O)C(C)N(C#N)c1nc(SC)nc(N(C)C)n1 (centres undefined)	40.8	·	5.3	-11.5	1.6	·	·	·
Cc1ccc(-c2nc(C#N)c(NCC3CCCO3)o2)cc1 (centres undefined)	40.3*	-3.1	·	·	3.1	-1.4	0.1	-2.6
CCOc1ccc(S(=O)(=O)NCCCn2ccnc2)cc1NC(C)=O	0.2	·	4.9	-11.2	-3.7	1.2	0.3	-15.3
COc1ccc(N(C)C(=O)Nc2ccc3c(c2)nnn3C)cc1	-8.4	-0.1	10.6	-0.8	32.9	-2.4	·	-1.1
O=C(COC(=O)c1ccc(S(=O)(=O)NCc2ccco2)cc1)Nc1ccccc1	22.0	-0.2	-1.8	-13.6	-3.2	3.6	0.0	-4.2
CCN(CC)C(=O)OCc1c(-c2cccc(OC)c2)ncc2ccccc12	·	-4.0	10.1	0.0	-8.8	3.8	0.3	-10.3
O=C(C[C@@H]1C[C@H]2c3cc(NC(=O)NC4CCCC4)ccc3O[C@H]2[C@@H](CO)O1)NCc1ccccc1	-11.4	-1.8	3.0	4.9	-13.4	1.9	0.0	5.8
COc1ccc(NC(=O)N(C)C[C@@H]2Oc3ccc(NC(=O)Nc4c(C)noc4C)cc3C(=O)N([C@H](C)CO)C[C@@H]2C)cc1	5.6	·	-0.9	5.5	-0.4	-0.4	0.0	·
O=C(C(=O)N1CCc2ccccc2C1)c1cn(CC(=O)N2CCCCC2)c2ccccc12	-7.5	-8.8	·	-3.3	-0.9	-1.0	0.1	-130.7
COC(=O)C1=C(C)N(Cc2ccc(C(F)(F)F)cc2)C(=NCc2ccccc2C(F)(F)F)NC1c1ccc(C(F)(F)F)cc1 (centres undefined)	·	4.9	·	·	·	4.8	0.6	20.3
C[C@@H]1CCCCO[C@@H](CN(C)S(=O)(=O)c2ccc(Cl)cc2)[C@H](C)CN([C@@H](C)CO)C(=O)c2cc(NS(C)(=O)=O)ccc2O1	2.9	-1.3	-3.2	2.9	-2.8	0.9	0.2	-22.2
COc1ccccc1/C=C/C(=O)N1CCN(S(=O)(=O)c2cc(C)ccc2C)CC1	-43.0	-3.3	-4.8	11.8	·	-1.4	0.1	-4.0
COC(=O)c1cc(CSC(=N)N)ccc1OCCC(C)C	·	-3.2	-7.2	7.4	-4.0	-0.2	0.0	2.9
CO[C@H]1CN(C)C(=O)c2ccc(NC(C)=O)cc2OC[C@@H](C)N(C(=O)c2cnccn2)C[C@H]1C	4.7	·	3.2	·	·	0.7	0.5	·
O=Cc1ccccc1OCCCOc1cccc2cccnc12	-10.7	6.7	25.4	-8.3	0.7	7.6	0.0	17.7
COCCNC(=O)CSCc1cc(C)cc(C)c1	12.2	-2.7	·	·	-10.0	·	0.3	-5.7
CC(=O)c1ccccc1NC(=O)COC(=O)CN1C(=O)C2CCCCC2C1=O (centres undefined)	4.5	-0.6	-5.3	8.0	2.3	2.6	3.1	-4.3
COc1ccccc1NC(=S)N1CCn2cccc2C1c1cccnc1 (centres undefined)	-1.3	-0.6	·	·	11.2	-2.2	0.4	-16.2
CN(C)C(=O)C[C@@H]1CC[C@@H]2[C@H](COC[C@@H](O)CN2C(=O)c2ccncc2)O1	3.6	·	1.3	3.9	-12.1	-1.5	0.2	·
CN(C(=O)COC(=O)Cc1c[nH]c2ccccc12)c1c(N)n(Cc2ccccc2)c(=O)[nH]c1=O	11.0	-6.0	5.1	-15.9	-10.2	0.0	0.0	-8.2
C[C@H](CO)N1C[C@H](C)[C@H](CN(C)S(C)(=O)=O)Oc2ccc(NC(=O)CCCN(C)C)cc2C1=O	23.3	1.0	1.3	-6.3	9.8	0.5	0.2	5.7
C[C@H]1CN([C@@H](C)CO)C(=O)c2cccc(NS(=O)(=O)c3ccccc3)c2O[C@H]1CN(C)S(=O)(=O)c1cccs1	-2.2	-1.9	-3.7	·	·	0.3	-0.2	-7.4
C[C@@H]1CN([C@@H](C)CO)C(=O)c2cc(-c3cccc(C#N)c3)cnc2O[C@H]1CN(C)C(=O)c1ccccn1	26.7	0.6	-2.6	1.6	0.4	0.6	-1.9	-4.8
CN(C)S(=O)(=O)c1ccc(Cl)c(NC(=O)CNC2(C)CCS(=O)(=O)C2)c1 (centres undefined)	0.5	0.7	2.6	-1.9	-3.1	-0.8	0.0	-14.9
O=C(O)c1cc([N+](=O)[O-])cc2ccccc12	-11.4	-1.8	-4.5	-4.2	-2.8	0.4	0.0	-2.4
OC[C@H]1[C@@H](c2ccc(C#Cc3ccccc3F)cc2)[C@H]2CN(CC3CCOCC3)CCCCN21	7.1	-1.9	2.6	23.1	-9.6	-3.9	0.0	24.9
Cc1ccccc1-c1ccc(C2[C@@H]3CN(C(=O)C4CC4)C[C@H]2N3)cc1 (some centres undefined)	-20.8&17.1	-4.2&1.3	·	·	·	-1.1&-1.1	0.2&0.0	83.7*!

(more compounds)
compound	GSIS activator	ERAP1 HTS inh	esBAF inh	RAD54 inh	ARNT TACC3 PPI	CFTR F508del cor	Xi reactivation	RAD52 anneal inh
CCCC(C)CO (centres undefined)	-2.7	-2.3	-4.9	-5.0	·	-1.9	·	-12.0
O=C(C[C@@H]1C/C=C\C[C@H](Cc2ccc(F)cc2)C(=O)OC[C@H]2CCCN2C1=O)NCCO	·	-1.6	-0.5	-2.3	1.4	-4.2	0.2	-8.4
COCCNC(=O)C1CC(c2cccc([N+](=O)[O-])c2)=NO1 (centres undefined)	-0.8	-0.8	-1.6	-5.7	-13.8	-3.6	0.0	0.3
CC1(C(=O)Nc2ccc3nc[nH]c3c2)CCN1C(=O)Cc1ccc(-c2ccccc2)cc1 (centres undefined)	·	-4.2	-6.3	9.1	·	1.7	0.0	5.2
COCCNC(=O)C[C@H]1C[C@@H]2c3cc(NC(=O)NC4CCCC4)ccc3O[C@@H]2[C@H](CO)O1	7.3	0.2	0.8	3.7	-8.8	-2.2	0.1	5.3
Cc1nc2scc(C)n2c(=O)c1S(=O)(=O)NCc1ccccc1	-1.0	0.9	-0.9	3.4	-21.7	4.1	0.0	1.3
